Screening results from PubChem BioAssay.
APJ ag: activates the human apelin receptor APJ; activation, % at 20 µM; 330,000 tested, 0.11% active; P35414; CHO-K1 APJ PathHunter beta-arrestin, luminescence; 0% DMSO wells, 100% apelin; AID 2520;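 active = activation more than six SD over the plate average, tested at 20 µM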;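 note: 0% = DMSO alone and 100% = apelin-13 at 10 nM; some results filed as inactive read as strong as hits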
Target sequence (P35414 whole entry, looked up): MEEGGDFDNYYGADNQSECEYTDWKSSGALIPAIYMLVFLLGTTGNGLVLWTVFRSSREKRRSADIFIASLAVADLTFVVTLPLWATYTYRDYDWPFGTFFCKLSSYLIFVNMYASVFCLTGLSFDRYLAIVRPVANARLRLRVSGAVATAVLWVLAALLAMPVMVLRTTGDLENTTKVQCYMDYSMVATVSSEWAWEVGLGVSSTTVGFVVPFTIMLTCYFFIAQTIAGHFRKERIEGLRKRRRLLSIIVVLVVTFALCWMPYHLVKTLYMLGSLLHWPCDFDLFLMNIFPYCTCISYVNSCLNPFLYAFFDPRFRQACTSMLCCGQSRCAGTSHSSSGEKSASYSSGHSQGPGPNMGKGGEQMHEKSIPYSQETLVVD
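Assay system: CHO-K1 APJ beta-arrestin complementation cell line / Compound: single test compound dose, 20 µM final, 1% DMSO / Times: overnight seeding, 90 min compound at 25 °C, 1 h detection / Technique: beta-gal luminescence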
APJ antagonist: antagonists of human APJ apelin receptor; P35414; CHO-K1 APJ beta-arrestin complementation, luminescence; inhibition, % at 20 µM; 330,000 tested, 0.32% active;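 active = inhibition above about 40% at 20 µM, limit read from the data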;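 note: cells challenged with 10 nM apelin-13 agonist together with compound; plate controls were apelin-13 plus DMSO wells for no effect and DMSO wells lacking apelin-13 for full effect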
EBI2 antag: EBI2 (human) antagonism | inhibition, % at 5 µM | EBI2 beta-arrestin recruitment, luminescence, 7a,25-OHC stimulated | 360,000 tested, 0.81% active; in the data active = inhibition above about 38%;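 note: enzyme fragment complementation signal reports receptor beta-arrestin coupling in cells; 0% = agonist plus DMSO wells and 100% = wells without agonist; some results beyond the cut were filed as inactive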
XBP1 UPR activ: activators of adaptive arm of unfolded protein response (XBP1); AID 463104; 330,000 tested, 0.33% active; activation, % at 20 µM; CHO-XBP1 luciferase reporter, IRE1-XBP1 UPR activation, luminescence; percent of tunicamycin response, DMSO as zero;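 active = versus positive control, 20 µM dose yields 30% or more activation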;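 note: 100% = tunicamycin at 10 µg/mL and 0% = DMSO only wells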
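Material: CHO-XBP1 cells stably carrying IRE1-XBP1-driven luciferase reporter | Medium: F12 with 10% serum | Compound dosing: 20 µM single concentration, DMSO 1% | Incubation: Overnight seeding at 37 °C, 6 h compound treatment at 37 °C | Detection: Steady-Glo luminescence read | Read-out basis: % activation of reporter signal versus tunicamycin and DMSO controls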
Mdm2 MdmX PPI: human Mdm2/MdmX binding inhibition. O15151+Q00987. SaOS-2 split-luciferase Mdm2/MdmX complementation, luminescence. inhibition, % at 8 µM. 330,000 tested, 3% active. AID 485346;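 active = inhibition of at least 50% at 8 µM in the primary screen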
CHOP UPR activ: activators of apoptotic arm of unfolded protein response (CHOP) | 330,000 tested, 0.34% active | CHO-CHOP luciferase reporter, UPR activation, luminescence; percent of tunicamycin response over DMSO baseline | activation, % at 10 µM;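 active = at 10 µM dose, activation of 40% or more, normalized to positive control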;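 note: 100% = tunicamycin at 10 µg/mL and 0% = DMSO alone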
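assay system = CHO CHOP reporter cells | amount = 500 CHO-CHOP cells per well | buffer or medium = F12 with 10% FBS | incubation = 16-18 h cell attachment, then 6 h compound exposure, 37 °C | detection = luminescence read with Steady-Glo | read-out = percent activation relative to tunicamycin control | controls = tunicamycin high control, DMSO low control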
tim23-1 inh: inhibits growth of tim23-1 mutant yeast; S. cerevisiae tim23-1 growth, BacTiter-Glo luminescence, 24 h; inhibition, % at 20 µM; 330,000 tested, 1.3% active; AID 463212;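 active = growth inhibition of the mutant yeast at or above 50%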;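 note: temperature-sensitive mutant grown at 25 °C; plate controls were DMSO-treated mutant yeast for no effect and medium wells lacking yeast for full effect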
CCR6 antagonist: antagonists of human CCR6 receptor; P51684; CHO-K1 CCR6 PathHunter beta-arrestin, luminescence, CCL20-stimulated; inhibition, % at 20 µM; 340,000 tested, 0.49% active; AID 493098;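 active = compounds whose inhibition of the agonist-driven luminescence signal at 20 µM reaches about 50%, limit read from the data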;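 note: cells stimulated with CCL20 at 14 nM final; plate controls were DMSO with CCL20 for no effect and DMSO without agonist for full effect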
Target sequence (P51684 whole entry, looked up): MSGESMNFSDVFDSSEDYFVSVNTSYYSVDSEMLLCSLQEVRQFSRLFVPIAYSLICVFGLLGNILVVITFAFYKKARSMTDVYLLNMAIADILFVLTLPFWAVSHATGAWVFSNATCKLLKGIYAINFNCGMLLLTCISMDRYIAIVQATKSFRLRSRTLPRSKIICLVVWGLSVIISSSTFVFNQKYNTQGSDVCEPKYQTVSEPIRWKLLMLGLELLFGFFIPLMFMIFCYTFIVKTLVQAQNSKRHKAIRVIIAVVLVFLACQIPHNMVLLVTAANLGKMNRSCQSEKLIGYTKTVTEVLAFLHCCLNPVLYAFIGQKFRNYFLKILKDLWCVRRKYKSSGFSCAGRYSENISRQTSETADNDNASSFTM
CXCR6 block: blocks human CXCR6 beta-arrestin recruitment; 360,000 tested, 0.36% active; O00574; CHO-K1 PathHunter CXCR6 beta-arrestin, luminescence; inhibition, % at 20 µM; in the data active = inhibition above about 34%, passing the limit was not always enough;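 note: antagonist mode with CXCL16 agonist at 10 nM final; 0% = 10 nM CXCL16 with DMSO and 100% = unstimulated wells without agonist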
Target sequence (O00574 whole entry, looked up): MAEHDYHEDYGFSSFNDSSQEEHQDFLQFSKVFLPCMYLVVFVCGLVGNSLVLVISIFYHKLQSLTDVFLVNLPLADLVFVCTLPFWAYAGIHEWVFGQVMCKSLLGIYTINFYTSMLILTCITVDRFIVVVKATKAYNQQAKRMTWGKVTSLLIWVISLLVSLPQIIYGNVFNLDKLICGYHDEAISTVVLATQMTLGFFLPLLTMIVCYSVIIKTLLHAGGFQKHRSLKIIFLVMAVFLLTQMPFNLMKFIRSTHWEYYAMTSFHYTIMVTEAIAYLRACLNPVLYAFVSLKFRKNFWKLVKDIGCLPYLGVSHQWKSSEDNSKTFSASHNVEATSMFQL
The depositor's hits bear a star; x = no result given.

1	CCCCS(=O)(=O)N1CCN(S(=O)(=O)c2cccs2)CC1
2	Cc1ccc(NC(=O)COC(=O)C2CCC2)cc1S(=O)(=O)N1CCCCC1
3	Cc1[nH]c(C)c(S(=O)(=O)N(C)Cc2ccccc2)c1C(=O)N1CCCCC1
4	CCOC(=O)c1ccc(COC(=O)c2cc(=O)[nH]c3ccccc23)o1
5	COc1ccc2[nH]c(C(=O)N3CCN(C)CC3)c(C)c2c1
6	CCN1C(=O)/C(=C\c2cccs2)C(C(=O)OC)=C1C
7	O=C(COc1ccc(Cl)cc1)Nc1cnn(Cc2c(Cl)cccc2Cl)c1
8	NNc1ccc2nnc(C(F)(F)C(F)(F)C(F)(F)F)n2n1
9	COCCCNC(=O)CC(NCCCOC)C(=O)O (stereo unspecified)
10	Cc1ccc(N2C(=O)N(c3ccc(C)cc3)C3CS(=O)(=O)CC32)cc1 (stereo unspecified)
assay / compound	1	2	3	4	5	6	7	8	9	10
APJ ag	-1	-6	7	-7	-3	-5	1	-2	-2	-1
APJ antagonist	-10	-50	-1	7	8	15	-4	3	-29	10
EBI2 antag	0	-2	-2	-1	-11	2	40	-4	-7	-6
XBP1 UPR activ	-4	-2	-3	-2	-1	2	-2	-2	-1	-1
Mdm2 MdmX PPI	0	10	13	25	-5	25	18	-30	-7	10
CHOP UPR activ	-1.2	1.0	1.0	-0.4	1.0	-1.8	2.0	0.5	3.1	0.2
tim23-1 inh	0	0	16	8	-6	35	-7	6	0	12
CCR6 antagonist	8	6	2	0	0	14	18	5	6	1
CXCR6 block	-4	2	5	2	5	7	3	8	1	11

11	O=C(O)c1c(Cl)cccc1Cl
12	CC[C@]12c3[nH]c4cc(-c5ccco5)ccc4c3CCN1C(=O)[C@@H](CC(=O)NCCN1CCOCC1)C[C@@H]2C(=O)N1CCN(C(=O)c2ccco2)CC1
13	CCc1ccc(CCC(=O)Nc2ccc(OC)cc2)o1
14	CNC(=S)NNC(=O)COc1ccccc1C
15	Cc1cccc(NC(=O)c2nc[nH]c2C(=O)N2CCC(C)CC2)c1
16	COC(=O)N(NC(=O)C(O)(CCC(C)C)CCC(C)C)c1ccccc1
17	CC(C)(C)C1CCC(=NNC(=S)NCc2ccccc2)CC1 (stereo unspecified)
18	COc1ccccc1C1C(C(=O)NCc2ccccc2)=C(C)Nc2ncnn21 (stereo unspecified)
19	COc1cc(/C=N\NC(=O)c2cccc(Cl)c2)ccc1Oc1ccc([N+](=O)[O-])cn1
20	O=C(Cn1nnc2ccccc21)c1cccc([N+](=O)[O-])c1
assay / compound	11	12	13	14	15	16	17	18	19	20
APJ ag	-1	x	-1	-2	-2	-3	0	-4	0	2
APJ antagonist	2	x	-6	11	9	22	2	2	4	-36
EBI2 antag	2	1	3	-7	1	13	14	-17	2	3
XBP1 UPR activ	2	0	-2	-5	-2	2	3	0	-1	0
Mdm2 MdmX PPI	18	21	16	-13	5	-3	11	1	31	-14
CHOP UPR activ	-0.5	0.4	0.2	-0.6	3.4	-0.9	-0.4	-1.0	0.6	2.4
tim23-1 inh	-14	18	-3	13	23	16	-4	12	44	18
CCR6 antagonist	-16	22	-2	-4	-2	11	52*	3	2	9
CXCR6 block	3	-5	1	7	-6	8	11	0	9	-8

Arranged by molecular weight (smallest number first): some entries from above.
14	CNC(=S)NNC(=O)COc1ccccc1C
9	COCCCNC(=O)CC(NCCCOC)C(=O)O (stereo unspecified)
8	NNc1ccc2nnc(C(F)(F)C(F)(F)C(F)(F)F)n2n1
assay / compound	14	9	8
APJ ag	-2	-2	-2
APJ antagonist	11	-29	3
EBI2 antag	-7	-7	-4
XBP1 UPR activ	-5	-1	-2
Mdm2 MdmX PPI	-13	-7	-30
CHOP UPR activ	-0.6	3.1	0.5
tim23-1 inh	13	0	6
CCR6 antagonist	-4	6	5
CXCR6 block	7	1	8

Copied from the list:
APJ ag result of cpd 11 stands at -1
Mdm2 MdmX PPI result of cpd 18 stands at 1

New compounds follow
21	COCCn1c(SCC(=O)Nc2nnc(C)s2)nnc1-c1ccncc1
22	C=CC[C@H](CC(=O)NCCO)C(=O)N[C@H](COC(=O)[C@@H](CC=C)CC(=O)OC(C)(C)C)Cc1c[nH]c2ccccc12
23	Cc1oc2cc(OCC(=O)O)ccc2c(=O)c1Oc1ccccc1
24	Cc1ccc(S(=O)(=O)N2CCOCC2)cc1C(=O)NC(=S)N1CC(C)CC(C)C1 (stereo unspecified)
25	O=C(NCCc1cccc(F)c1)C1CCCN(c2nc3ccccc3s2)C1 (stereo unspecified)
26	NS(=O)(=O)c1cccc(NC(=O)CSc2nc3nc(-c4cccs4)cc(C(F)(F)F)c3c(=O)[nH]2)c1
27	CCC(=O)N1N=C(c2cccs2)CC1c1ccc(OC)cc1 (stereo unspecified)
28	N/C(=N\OC(=O)COc1ccccc1Cl)c1ccc(Cl)cc1
29	CCn1c(N2CCN(S(=O)(=O)c3ccc(OC)cc3)CC2)nc2ccccc21
30	O=C(COC(=O)/C=C/c1nc2ccccc2s1)Nc1cccc(Cl)c1Cl
assay / compound	21	22	23	24	25	26	27	28	29	30
APJ ag	-5	0	1	-1	-3	-2	0	-3	0	0
APJ antagonist	-2	6	-14	-13	16	0	18	-1	7	6
EBI2 antag	-1	9	-6	-1	13	8	-1	3	-6	-6
XBP1 UPR activ	-2	-2	0	-2	0	-3	-1	-1	-3	1
Mdm2 MdmX PPI	-9	6	11	20	-13	18	-12	-7	21	-26
CHOP UPR activ	-0.8	-0.4	-2.3	0.3	-0.6	-1.7	0.4	1.2	0.5	2.7
tim23-1 inh	-13	4	-2	13	32	15	31	60*	59*	-4
CCR6 antagonist	-8	14	2	7	-1	4	11	31	6	21
CXCR6 block	-5	-1	-12	11	4	9	8	-10	5	-6

Single records, as listed above.
COCCn1c(SCC(=O)Nc2nnc(C)s2)nnc1-c1ccncc1 is listed as APJ ag = -5; APJ antagonist = -2; EBI2 antag = -1; XBP1 UPR activ = -2; Mdm2 MdmX PPI = -9; CHOP UPR activ = -0.8; tim23-1 inh = -13; CCR6 antagonist = -8; CXCR6 block = -5
Cc1oc2cc(OCC(=O)O)ccc2c(=O)c1Oc1ccccc1 is listed as APJ ag = 1; APJ antagonist = -14; EBI2 antag = -6; XBP1 UPR activ = 0; Mdm2 MdmX PPI = 11; CHOP UPR activ = -2.3; tim23-1 inh = -2; CCR6 antagonist = 2; CXCR6 block = -12

Going on with the list.
31	CCC(=O)N1CCN(c2ccccc2NC(=O)c2ccc(OC)c(Cl)c2)CC1
32	CC(C)c1ccc(NC(=O)c2cccc(NC3=NC4CS(=O)(=O)CC4S3)c2)cc1 (stereo unspecified)
33	CCN(CC)C(=O)c1ccc(CS(=O)(=O)c2ccc(OC)cc2)o1
34	COc1ccc(C(=O)Nc2ccc(C(=O)NCCc3ccccc3)cc2)cc1
35	COc1ccc(S(=O)(=O)Nc2c(C(=O)O)[nH]c3ccc(OC)cc23)c(OC)c1
36	Cc1c(NC(=O)c2cc(CC(C)C)on2)c(=O)n(-c2ccccc2)n1C
37	Cc1occc1-c1nnc(SCC(=O)NC2(C#N)CCCC2)n1C
38	Cc1ccc2nc(Cl)c3nnnn3c2c1
39	CCN(CC)c1ccc(C(=O)N/N=C(\C)c2cccc(OC)c2)cc1
40	CSc1ccc(NS(=O)(=O)c2ccc(-n3cnnn3)cc2)cc1
assay / compound	31	32	33	34	35	36	37	38	39	40
APJ ag	-4	1	-3	-1	7	-2	-4	-1	-5	4
APJ antagonist	4	12	-9	3	-74	5	14	15	8	-2
EBI2 antag	5	-7	-5	5	5	-10	-6	-28	0	1
XBP1 UPR activ	-2	-1	-1	1	0	2	1	-7	1	-4
Mdm2 MdmX PPI	-19	3	-1	-20	-8	18	23	97*	16	19
CHOP UPR activ	0.3	0.0	0.5	1.5	2.3	-0.6	3.0	139*	0.7	-0.8
tim23-1 inh	-67	8	8	-9	10	12	17	14	24	12
CCR6 antagonist	12	-4	1	-6	-9	-1	8	12	24	8
CXCR6 block	-2	2	1	-4	-4	5	7	10	-14	-3

41	N#Cc1nc(-c2cccs2)oc1N1CCOCC1
42	CCOC(=O)C1=CN(Cc2cccc(-c3ccc(Cl)nc3)c2)S(=O)(=O)N(C)C1C (stereo unspecified)
43	Cc1ccc(C(=O)N/C(=C\c2ccco2)C(=O)NCc2cccnc2)cc1
44	O=C1CCC(C(=O)Nc2ccccc2N2CCOCC2)=NN1
45	COc1ccc(CNC(=O)CN(C(=O)c2snc(C(N)=O)c2N)c2cccc(F)c2)cc1
46	O=C1/C(=C/c2ccncc2)SC(=S)N1C1CCCCC1
47	O=C(Nc1cccc(Br)c1)c1ccc2c(c1)SC1=NS(=O)(=O)CCN12
48	Cc1cccc(OCc2nnc(SCC(=O)Nc3nccs3)o2)c1
49	COc1cc(S(=O)(=O)N(Cc2cccc(OC)c2OC)CC2CCCO2)ccc1-n1cnnn1 (stereo unspecified)
50	COc1ccc(S(=O)(=O)N2CCN(Cc3ccc4c(c3)OCO4)CC2)cc1
assay / compound	41	42	43	44	45	46	47	48	49	50
APJ ag	0	x	-1	-2	1	0	0	2	-1	1
APJ antagonist	8	x	3	6	23	-16	2	3	14	4
EBI2 antag	2	21	-8	-1	7	-8	21	-6	-1	-11
XBP1 UPR activ	5	3	-2	-2	-2	1	-5	-4	-1	0
Mdm2 MdmX PPI	28	1	-2	11	5	-25	11	24	18	-8
CHOP UPR activ	0.3	5.3	1.8	1.0	1.9	-2.2	0.4	0.3	0.0	0.2
tim23-1 inh	1	44	9	12	5	51*	10	7	16	45
CCR6 antagonist	-5	13	-2	14	15	4	7	10	6	-8
CXCR6 block	-5	-10	-2	8	-3	-10	6	-1	8	9

51	COc1ccc(C(=O)N[C@H](C(=O)Nc2sccc2C(N)=O)C(C)C)cc1
52	O=C(NCCc1ccccc1)C(=O)N/N=C/c1ccccc1C(F)(F)F
53	CCOC(=O)CSc1nc2sc3c(c2c(=O)n1-c1ccccc1)CCN(C)C3
54	Cc1nc(-c2nnc(SCC(=O)Nc3cc(Cl)cc(Cl)c3)n2C)cs1
55	Cc1nc2cc(N=NC3=C(O)CCCC3=O)ccc2s1
56	CC[C@]12c3[nH]c4ccc(OC)cc4c3CCN1C(=O)C(CC(=O)NCCCOC)C[C@@H]2C(=O)N1CCN(C(=O)C2CC2)CC1 (stereo partly specified)
57	O=C(COC(=O)C1CCN(c2ccc(C(F)(F)F)cn2)CC1)NCCc1ccccc1
assay / compound	51	52	53	54	55	56	57
APJ ag	-2	1	1	6	-4	x	-5
APJ antagonist	10	6	17	4	9	x	6
EBI2 antag	-2	5	-3	-15	-3	1	-6
XBP1 UPR activ	1	-4	-1	-4	1	1	8
Mdm2 MdmX PPI	17	1	11	11	-7	23	9
CHOP UPR activ	-1.2	7.2	0.5	-2.5	1.6	7.5	-0.6
tim23-1 inh	3	23	5	5	-8	21	35
CCR6 antagonist	14	5	8	8	21	12	-1
CXCR6 block	11	8	7	-7	12	-2	-1

An excerpt, so the mix of outcomes need not match the whole.
